Assay outcomes: PubChem, Sanford-Burnham Center for Chemical Genomics
Hsp70 inhibitors: small molecules displacing fluorescent ligand from Hsp70 – biochemical, fluorescence polarization, primary screen (AID 583). 140,000 compounds, 0.06% hits. displacement, % at 20 µM, or IC50 in µM where a hit was titrated. Hsp70 fluorescence polarization probe displacement, mP; higher % means a stronger effect; in the data active = displacement above about 50%;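 note: plate controls were vehicle for no effect and reference ligand for full effect; a part of the inactive calls stands beside numbers as strong as those of hits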
MKP-3 inhibition: MKP-3 phosphatase inhibitors, primary screen, biochemical, rat enzyme, in vitro (AID 425); 110,000 compounds, 0.17% hits; recombinant MKP-3 phosphatase activity, fluorescence; higher % means a stronger effect; inhibition, % at 20 µM; hits with a dose series show IC50 in µM; in the data active = inhibition above about 50%;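 note: plate controls were vehicle for no effect and reference inhibitor for full effect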
The depositor's hits bear a star; . = no result given; & = joins results of further samples. This is a subset; the hit share may differ from the screen's.

Under each structure: Hsp70 inhibitors, MKP-3 inhibition
CC(=O)C1=C(O)C(=O)N(c2nc3ccccc3s2)C1c1ccc(Cl)cc1Cl (centres undefined)
 : 4.9%, 0%
CN(C)c1ccnc2sc3c(N(CCO)CCO)ncnc3c12
 : -2.7%, 1%
CSc1nsc(SC)c1C(=O)N1CCN(S(=O)(=O)c2ccc(C)cc2)C1C(C)C (centres undefined)
 : -4.1%&0.9%, 1%
COc1ccc(NC(=O)c2nc3nc(C)cc(C(F)F)n3n2)cc1OC
 : -5.1%, -5%
CCC(C)NCCOCCOc1ccc(F)cc1 (centres undefined)
 : -2.5%, .
O=C(CCc1ccccc1)NCC(=O)N/N=C/C=C/c1ccccc1
 : 6.5%, -1%
COc1ccc(C(=O)Nc2cc3oc4ccccc4c3cc2OC)c(OC)c1
 : -4.1%, 5%
O=C(CSc1nc2ccccc2c(=O)n1Cc1ccco1)NCc1ccccc1
 : -1.5%, 0%
CC1CN(S(=O)(=O)c2ccccc2)C(C)CN1S(=O)(=O)c1ccccc1 (centres undefined)
 : 1.6%, .
Clc1ccccc1-c1ccc(CN2CCN(c3ccccc3)CC2)o1
 : 0.8%, .
Cc1nnc(NC2=NCCCCC2)o1
 : 9.1%, -11%
CC1CCCN(c2nc3c(c(=O)[nH]c(=O)n3C)n2CCSc2nc3ccccc3o2)C1 (centres undefined)
 : 2.7%, -16%
O=C(NCCC1=CCCCC1)C1CC(=O)N(C2CCCCCC2)C1 (centres undefined)
 : -1.6%, -5%
O=C(CCC1CCCCC1)NCC1CCCO1 (centres undefined)
 : 2.5%, -2%
CC(=O)c1cc2c(cc1NC(=O)CN1CCOCC1)OCO2
 : -3.3%, 2%
CC1(C)CC(NS(=O)(=O)c2ccc(Cl)cc2)CC(C)(C)N1
 : 0.1%, -1%
Cc1cc(NC(=O)c2sccc2C)n(-c2cccc(Cl)c2)n1
 : -2.5%, 1%
O=C(NCc1ccccn1)/C(=N/O)c1ccccc1
 : -2.2%, 0%
O=C(NN1C(=O)c2ccccc2C1=O)c1cccc(F)c1
 : -5.5%, 1%
c1ccc(-n2nnnc2Oc2ccc(-n3ccnc3)cc2)cc1
 : -4.8%, 1%
CCC1CCCCN1CCNC(=O)CNS(=O)(=O)c1ccc2nc(C)sc2c1 (centres undefined)
 : 2.0%, -3%
Cc1ccc(-n2ncc3c(=O)n(CC(=O)NC4CCCCC4)cnc32)cc1
 : -4.7%, 3%
COc1ccccc1NS(=O)(=O)c1cc(N2C(=O)C3C4C=C(C)C(C4)C3C2=O)ccc1Cl (centres undefined)
 : 0.5%, 2%
O=C(Nc1ccc2c(c1)OCCO2)c1cc(-n2cnnc2)ccc1Cl
 : 5.0%, -3%
O=C1CC(c2ccc(Cl)cc2)n2nc(N3C(=O)CCC3=O)nc2N1 (centres undefined)
 : 1.5%, 8%
CCN(CC)S(=O)(=O)c1ccc(C(=O)NCc2ccc(C)cc2)cc1
 : 2.6%, .
CSCC[C@H](NC(=O)NCc1cccs1)C(=O)O
 : 3.5%, -5%
Cc1cc(I)ccc1NC(=O)c1cccnc1
 : 5.1%, 1%
COc1ccc(C(NC(=O)c2ccc(C)cc2)NC(=O)c2ccc(C)cc2)cc1OC
 : -2.7%, 4%
O=C(NCc1ccccc1)c1ccc2nccnc2c1
 : 3.8%&0.8%, 0%
COc1ccc(CN(C(=O)c2ccco2)c2ccc(Br)cc2)cc1OC
 : 0.8%, -4%
CCOc1ccccc1C1CC(c2ccc(Br)cc2)Nc2nc(N)nn21 (centres undefined)
 : -2.4%, -4%
CCOC(=O)CN(C(=O)CNC(=O)c1ccco1)C(C(=O)NC1CCCC1)c1ccccc1OCC (centres undefined)
 : -0.3%, -11%
COc1cc(NC(=O)c2ccc([N+](=O)[O-])cc2)ccc1NC(=O)c1ccco1
 : -7.2%, 3%
CCOCCCN1CC(C(=O)NCCc2ccc(C)cc2)CC1=O (centres undefined)
 : 12%, 4%
CCOC(=O)CSc1nc2cc(C(=O)N3CCCC3)ccc2c(=O)n1Cc1ccccc1
 : -0.5%, .
COC(=O)C1=C(C)N=c2s/c(=C\c3cccc([N+](=O)[O-])c3)c(=O)n2C1c1ccc(OC)cc1 (centres undefined)
 : 4.2%, 0%
COc1cccc(N2C(=O)CC(Nc3ccc(N4CCOCC4)cc3)C2=O)c1 (centres undefined)
 : 0.9%, -4%
N/C(=N/c1nc2ccccc2o1)NC(=O)c1cccc(Br)c1
 : -3.9%, 5%
CC(=O)Nc1ccccc1NC(=O)COc1ccc(C)cc1C
 : -2.2%, 4%
c1n[nH]c(SCCCCSc2ncn[nH]2)n1
 : -0.8%, 1%
Cc1cccc(C(OC(=O)c2ccco2)C(=O)NCc2ccccc2)n1 (centres undefined)
 : 6.2%, 4%
CCN1CCN(CCC(=O)Nc2ccc3c(c2)OCO3)CC1
 : -2.0%, .
CCOC(=O)C1CCCN(C(=O)CN2C(=O)COc3ccc(C(C)(C)C)cc32)C1 (centres undefined)
 : 5.7%, -1%
CC(C)(C)N(Cc1cc2ccccc2[nH]c1=O)C(=O)c1cccnc1
 : -6.3%, -2%
CCOC(=O)c1c(C)n(C)c2ccc(OCC(O)CN3C(=O)c4ccccc4S3(=O)=O)cc12 (centres undefined)
 : 1.3%, .
CCC(=O)Oc1ccc2c(=O)c(-c3ccccc3)coc2c1
 : 1.9%, 3%
Cc1noc(NS(=O)(=O)c2ccc(N3C(=O)c4ccccc4C3=O)cc2)c1C
 : -0.6%, 4%
O=C(CCCn1c(SCC(=O)NC2CCCC2)nc2ccccc2c1=O)NCC1CCCO1 (centres undefined)
 : -1.7%, -3%
CN(C)C(=O)c1nnc(Cc2ccc(Cl)cc2)o1
 : -0.3%, -2%
Cc1csc(-c2cnn(-c3ccccc3)c2NC(=O)c2ccc(C(F)(F)F)cc2)n1
 : 0.2%, .
COC(=O)c1c(-c2ccc(F)cc2)noc1N
 : 14%, -15%
Cc1[nH]c2ccccc2c1C(=O)CSCC(=O)O
 : -1.2%, -12%
Cc1cccc(OCCN2CSC(=S)N(C)C2)c1
 : -2.7%, 8%
C/C(=C\C(=O)c1ccc(Cl)cc1)Nc1ccc(N2CCOCC2)cc1
 : -4.9%, .
COc1ccc(N2C(=O)/C(=C3/C(=O)N(Cc4ccccc4F)c4ccccc43)SC2=S)cc1
 : -2.9%, 0%
COc1ccccc1C/C(N)=N/OC(=O)c1ccc(C(C)(C)C)cc1
 : 0.0%, 2%
CCn1nnnc1SCC(=O)Nc1nc(C)c(C)s1
 : 17%, .
Cn1c(-c2ccc3nc(N)sc3c2)nc2cc(N)ccc21
 : 1.3%, -2%
CCOC(=O)C(C)Oc1ccc2c(C)c(C)c(=O)oc2c1 (centres undefined)
 : -0.6%, 4%

(more compounds)
Under each structure: Hsp70 inhibitors, MKP-3 inhibition
COCCNC(=O)c1ccc2c(=O)n(Cc3ccco3)c(SCC(=O)NC3CCCC3)nc2c1
 : -2.2%, .
CCOC(=O)Cn1c(=O)n(Cc2ccco2)c(=O)c2ccc(C(=O)NCCc3ccccc3)cc21
 : 7.8%, -12%
Cc1ccc(C(=O)Nc2ccc(S(=O)(=O)Nc3ncccn3)cc2)cc1[N+](=O)[O-]
 : -2.2%, 0%
Cc1ccc(OCCNC(=O)c2ccc(C)cc2)cc1
 : 1.6%, -1%
Cc1ccc(S(=O)(=O)N2CCOCC2)cc1C(=O)N1CCOCC1
 : 6.0%, -5%
c1ccc(Nc2nc3ccccc3[nH]2)nc1
 : 0.8%, -3%
CCN(CC)c1ccc(C=Nc2cccc([N+](=O)[O-])c2C)cc1
 : 1.5%, 1%
CC(C)C(=O)Nc1ccc2c(c1)nc1n2CCSC1
 : -3.1%, 4%
N/C(CC(=O)NCCOc1ccccc1)=N\O
 : -4.8%, -9%
CC1(C)CC(=O)C2=C(C1)OC1=C(C(=O)CC(C)(C)C1)C2c1ccc(Br)c([N+](=O)[O-])c1
 : -2.9%, 0%
Cc1cc(Cl)ccc1NC(=O)Cc1ccccc1
 : -2.0%, 1%
CSc1sc(I)cc1/C=N/NC(=O)c1nnn(-c2nonc2N)c1C
 : -1.8%, 6%
COc1cccc(-c2cc(C(=O)NCc3ccc(Cl)cc3)no2)c1
 : 5.1%, 5%
CCN(CC)CCNC(=O)c1ccc(N2CCCCC2)c(NS(=O)(=O)c2ccc(C)cc2)c1
 : 2.7%, 6%
O=C(CCCSc1nc(-c2ccco2)cc(C(F)(F)F)n1)NCC1CCCO1 (centres undefined)
 : -4.0%, .
CCOC(=O)CSCCOc1ccc(/C=C2/C(=O)NC(=O)N(c3ccc(OC)cc3)C2=O)cc1OC
 : 4.4%, -15%
Cc1cc(C)nc(-n2nc(C)c(Oc3ccccc3O)c2C)n1
 : 0.9%, -8%
Cc1cccc(NC(=O)C2CCCN2S(=O)(=O)c2ccc(F)cc2)c1C (centres undefined)
 : 6.7%, 0%
O=C(Nc1ccc(N2CCN(C(=O)c3ccco3)CC2)cc1)c1ccc2c(c1)OCO2
 : -7.7%, -14%
CC1(C)CC(NC(=O)C23CCC(C)(C(=O)C2)C3(C)C)CC(C)(C)N1 (centres undefined)
 : -5.8%, 1%
O=C(NCCCN1CCN(c2cccc(Cl)c2)CC1)C1(S(=O)(=O)c2ccc(Cl)cc2)CC1
 : 2.3%, .
Clc1ccc(OCc2nn3c(C4CCCCC4)nnc3s2)c(Cl)c1
 : 1.8%, -1%
N=c1sccn1CC(=O)N1CCc2ccccc21
 : -5.0%, .
Cc1cc(Cl)ccc1OCC(=O)NNC(=O)c1ccco1
 : -1.5%, 2%
O=C(Nc1ccc(N2CCOCC2)cc1)NC1CCCCC1
 : -3.0%, -1%
O=C(Cc1ccc(-n2c(=O)[nH]c3ccccc3c2=O)cc1)N1CCN(c2ccccc2)CC1
 : 0.6%, -6%
O=C(Nc1ccc(Cc2ccncc2)cc1)Nc1cccc2ccccc12
 : 0.0%, 31%
COc1cc(-c2nnc(Cn3cc(C(F)(F)F)ccc3=O)o2)cc(OC)c1OC
 : -1.9%, 7%
Cn1c(Cn2c(=O)sc3ccccc32)nnc1SCc1ccccc1
 : -3.3%, -1%
Cc1ccc(-c2cc(NC(=O)c3ccccc3[N+](=O)[O-])n[nH]2)cc1
 : 3.5%, -6%

Some of the entries so far, with values ahead of the structure:
Hsp70 inhibitors,MKP-3 inhibition,Compound
6.7%,0%,Cc1cccc(NC(=O)C2CCCN2S(=O)(=O)c2ccc(F)cc2)c1C (centres undefined)
-7.7%,-14%,O=C(Nc1ccc(N2CCN(C(=O)c3ccco3)CC2)cc1)c1ccc2c(c1)OCO2
-5.8%,1%,CC1(C)CC(NC(=O)C23CCC(C)(C(=O)C2)C3(C)C)CC(C)(C)N1 (centres undefined)
2.3%,.,O=C(NCCCN1CCN(c2cccc(Cl)c2)CC1)C1(S(=O)(=O)c2ccc(Cl)cc2)CC1
1.8%,-1%,Clc1ccc(OCc2nn3c(C4CCCCC4)nnc3s2)c(Cl)c1
-5.0%,.,N=c1sccn1CC(=O)N1CCc2ccccc21
-1.5%,2%,Cc1cc(Cl)ccc1OCC(=O)NNC(=O)c1ccco1
-3.0%,-1%,O=C(Nc1ccc(N2CCOCC2)cc1)NC1CCCCC1
0.6%,-6%,O=C(Cc1ccc(-n2c(=O)[nH]c3ccccc3c2=O)cc1)N1CCN(c2ccccc2)CC1
0.0%,31%,O=C(Nc1ccc(Cc2ccncc2)cc1)Nc1cccc2ccccc12
-1.9%,7%,COc1cc(-c2nnc(Cn3cc(C(F)(F)F)ccc3=O)o2)cc(OC)c1OC
-3.3%,-1%,Cn1c(Cn2c(=O)sc3ccccc32)nnc1SCc1ccccc1
3.5%,-6%,Cc1ccc(-c2cc(NC(=O)c3ccccc3[N+](=O)[O-])n[nH]2)cc1

The results go on.
Under each structure: Hsp70 inhibitors, MKP-3 inhibition
O=C(CN(CCc1ccccc1)S(=O)(=O)c1ccc(Br)cc1)NCc1ccccn1
 : ., 2%
COCCCNC(=O)C1C2C=CC3(CN(Cc4ccc(C)cc4)C(=O)C13)O2 (centres undefined)
 : 1.9%, -1%
Cc1ccc(C)c2[nH]c(=O)c(CN(CC3CCCO3)S(=O)(=O)c3ccc4c(c3)OCCO4)cc12 (centres undefined)
 : 0.7%, -21%
COc1cc2c(cc1NC(=O)c1ccc3ccccc3n1)oc1ccccc12
 : -5.7%, -1%
CCOC(=O)N1CCC(Nc2c(NCCN3CCN(Cc4ccccc4)CC3)c(=O)c2=O)CC1
 : -4.8%, -2%
CCC(=O)N1c2ccc(S(=O)(=O)CCC(=O)Nc3nccs3)cc2CC1C (centres undefined)
 : -3.3%, -1%
Cc1ccc(N2C(=O)C3C4C=CC(C)(O4)C3C2=O)cc1Br (centres undefined)
 : -2.9%, 2%
Cn1nnnc1CCOCCc1nnnn1C
 : -3.0%, 2%
O=C(/C=C/NNC(=O)c1ccccc1)c1ccccc1
 : 2.7%&5.6%, 0%
CCOC(=O)c1ccc(NC(=O)c2cc3ccccc3oc2=O)cc1
 : -1.0%, -1%
CCCCn1c(=N)n(CC(=O)c2ccco2)c2ccccc21
 : 1.0%, .
CCOC(=O)C1=C(C)N=c2s/c(=C\c3ccc(OCC)c(OC)c3)c(=O)n2C1c1ccc(C)cc1 (centres undefined)
 : 5.0%, 0%
Cc1ccc(S(=O)(=O)N2CC3(C)CN(S(=O)(=O)c4ccc(C)cc4)CC(C)(C2)C3=O)cc1
 : -2.0%, .
CCOC(=O)C1CCCN(c2ncnc3c2[nH]c2cccc(OC)c23)C1 (centres undefined)
 : -2.4%, -11%
O=C(C1c2ccccc2Oc2ccccc21)N1CCN(c2ccc(Cl)cc2)CC1
 : -0.8%, .
CC(C)(C)c1ccc(OCC(=O)O)cc1
 : 4.2%, -2%
COc1ccc(C2(CNC(=O)CCC(=O)O)CCCC2)cc1OC
 : -5.3%, .
CCOc1ccccc1NC(=O)CN(c1ccc(C)cc1)S(=O)(=O)c1ccc(F)cc1
 : -0.8%, 0%
